Screening data: PubChem, several laboratories
rCAG RNA binder = binds r(CAG) RNA repeats; r(CAG) RNA repeat, TO-PRO-1 dye displacement fluorescence; inhibition, % at 3 µM; AID 651821; 1.3% of 370,000 active;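 active = inhibition above the plate cutoff, the mean of all test compounds on that plate plus 3 SD, cut at about 35% in these data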;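 note: 0% = DMSO alone and 100% = 100 µM mitoxantrone as full dye displacement; higher means more dye released from RNA so lower well fluorescence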
TCR CD3 inh = human TCR-CD3 binding inhibition. TAMRA-labeled TCR probe fluorescence, biochemical. inhibition, % at 9.4 µM. 0.37% of 360,000 active; in the data active = inhibition above about 19%;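 note: recombinant mutant TCR 2C K166C tagged with TAMRA read by polarization; 0% = receptor in buffer alone and 100% = receptor with positive control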
mABHD4 FP = ABHD4 (mouse) inhibition, primary FP screen | purified mABHD4, FP-Rh probe fluorescence polarization | 0.54% of 370,000 active | Q8VD66 | AID 720543 | inhibition, % at 8.92 µM;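 active = inhibition exceeding the mean over every tested compound plus 3 SD, cut at about 30% in these data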;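 note: 0% = plate median of compound wells and 100% = S159A mutant with DMSO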
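Doses – 8.92 µM, single dose · Material – wild-type mouse ABHD4 protein · Replication – single well per compound (singlicate) · Measure – percent inhibition of probe binding, normalized to plate controls · Schedule – 45 min compound pre-incubation plus 60 min probe step, 25 °C · Detection – fluorescence polarization with parallel and perpendicular emission, 525/598 nm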
PRMT1 FP inh = blocks human protein arginine methyltransferase 1 | recombinant PRMT1, activity-based probe fluorescence polarization | 1.3% of 370,000 active | inhibition, % at 2.79 µM;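 active = inhibition above about 21% made by adding two undisclosed values, limit read from the data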
LEDGF integ inh = blocks HIV-1 LEDGF/p75-dependent DNA integration. inhibition, % at 3.7 µM. AID 743269. 0.64% of 370,000 active. TR-FRET IN-LEDGF/p75 DNA integration, Eu/Cy5;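 active = inhibition above the screen-wide mean plus 3 SD, cut at about 13% in these data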;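 note: signal is the Cy5 over europium emission ratio at 671 and 618 nm; 0% = plate median of compound wells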
PG9 binder = small molecules binding HIV-1 gp120 antibody PG9. inhibition, % at 6.7 µM. 0.43% of 360,000 active. AID 624416. TR-FRET gp120-PG9 antibody binding; in the data active = inhibition above about 8.5%
MBD2 DNA inh = blocks human MBD2 binding to methylated DNA; 0.31% of 370,000 active; Q9UBB5; AID 686964; TR-FRET, MBD2 binding to methylated oligonucleotide; inhibition, % at 4.4 µM; in the data active = inhibition above about 13%
Target sequence (Q9UBB5 whole entry, looked up): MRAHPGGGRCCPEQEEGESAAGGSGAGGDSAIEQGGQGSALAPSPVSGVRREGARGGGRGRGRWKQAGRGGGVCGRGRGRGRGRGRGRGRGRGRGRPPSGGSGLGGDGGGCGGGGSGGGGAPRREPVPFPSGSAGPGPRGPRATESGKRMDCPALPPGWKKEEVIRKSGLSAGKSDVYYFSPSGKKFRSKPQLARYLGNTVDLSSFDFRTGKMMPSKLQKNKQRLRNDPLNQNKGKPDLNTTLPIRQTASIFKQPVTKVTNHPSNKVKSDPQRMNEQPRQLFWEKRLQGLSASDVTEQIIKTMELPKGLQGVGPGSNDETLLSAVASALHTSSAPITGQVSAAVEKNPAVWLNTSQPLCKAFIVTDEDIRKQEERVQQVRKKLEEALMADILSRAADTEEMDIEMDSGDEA
NR1D1 modulator = modulators of human Rev-erb alpha DNA binding; P20393; Rev-erbα–FITC-DNA binding, fluorescence polarization, 90 min; activity, % at 10 µM; 0.79% of 370,000 active; AID 1259318;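 active = activity above about 14%, limit read from the data; passing the limit was not always enough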;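 note: 0% = DMSO wells with 35 nM protein and 100% = DMSO wells with 750 nM protein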
HTRA1 inh = HTRA1 (human) protease inhibition. Q92743. recombinant HTRA1, FP-rhodamine activity-based probe, fluorescence polarization. inhibition, % at 5.96 µM. 0.5% of 340,000 active. AID 504803; in the data active = inhibition above about 36%;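 note: 0% = enzyme with DMSO and 100% = wells lacking enzyme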
Target sequence (Q92743 whole entry, looked up): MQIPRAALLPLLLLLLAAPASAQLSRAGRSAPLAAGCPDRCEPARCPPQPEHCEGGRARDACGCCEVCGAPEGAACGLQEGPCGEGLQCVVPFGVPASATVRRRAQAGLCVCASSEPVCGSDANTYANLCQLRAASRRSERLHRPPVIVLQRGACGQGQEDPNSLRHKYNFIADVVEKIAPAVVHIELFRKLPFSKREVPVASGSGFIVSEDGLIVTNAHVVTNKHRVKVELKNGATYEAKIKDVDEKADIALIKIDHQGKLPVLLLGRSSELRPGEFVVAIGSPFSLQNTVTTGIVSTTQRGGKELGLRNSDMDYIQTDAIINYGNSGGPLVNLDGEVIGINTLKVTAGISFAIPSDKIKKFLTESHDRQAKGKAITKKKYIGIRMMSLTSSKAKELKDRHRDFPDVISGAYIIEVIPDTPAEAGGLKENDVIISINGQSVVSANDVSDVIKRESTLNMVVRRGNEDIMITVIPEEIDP
UHRF1 binding = blocks human UHRF1 binding to methylated DNA. 0.75% of 370,000 active. inhibition, % at 4.4 µM. Q96T88. UHRF1 binding to methylated oligo, TR-FRET. AID 687016; in the data active = inhibition above about 21%;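 note: UHRF1 SRA domain binding a hemimethylated CpG hairpin DNA probe; 0% = median of test compound wells and 100% = reference inhibitor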
* = called active by the depositor.

Screening CC(C)c1nnc(SCC(=O)N2CCN(C(=O)c3ccco3)CC2)n1N returned rCAG RNA binder -1, TCR CD3 inh -5, mABHD4 FP -1, PRMT1 FP inh 3, LEDGF integ inh -7, PG9 binder -0.1, MBD2 DNA inh -2, NR1D1 modulator 5, HTRA1 inh 0 and UHRF1 binding 3.
O=C1CC(c2ccc(Cl)cc2)CC(O)=C1C=NCCO (stereo unspecified) was read as rCAG RNA binder 0, TCR CD3 inh 1, mABHD4 FP -3, PRMT1 FP inh -1, LEDGF integ inh 5, PG9 binder -1.9, MBD2 DNA inh 2, NR1D1 modulator -1, HTRA1 inh -2 and UHRF1 binding 4.
`O=C(Nc1ccccc1C(=O)N1CCCCCC1)c1cccc([N+](=O)[O-])c1` gave rCAG RNA binder -5, TCR CD3 inh 13, mABHD4 FP -7, PRMT1 FP inh -4, LEDGF integ inh -1, PG9 binder -1.2, MBD2 DNA inh -3, NR1D1 modulator 0, HTRA1 inh -1 and UHRF1 binding 1.
CCN(Cc1ccc2c(c1)OCCO2)C(=O)CN1C(=O)NC2(CCc3ccccc32)C1=O (stereo unspecified) was read as rCAG RNA binder 2, TCR CD3 inh -12, mABHD4 FP 2, PRMT1 FP inh 0, LEDGF integ inh -1, PG9 binder 1.4, MBD2 DNA inh 6, NR1D1 modulator 2, HTRA1 inh 11 and UHRF1 binding 0.
`CC(C)N(Cc1nc(-c2ccccc2)no1)C(=O)CSc1ccccc1` gave rCAG RNA binder -4, TCR CD3 inh 7, mABHD4 FP -5, PRMT1 FP inh 2, LEDGF integ inh 2, PG9 binder 0.0, MBD2 DNA inh 2, NR1D1 modulator 3, HTRA1 inh -10 and UHRF1 binding -3.
Screening CC1CC(C)CN(CC(=O)NNC(=O)COc2ccc(Cl)cc2)C1 (stereo unspecified) returned rCAG RNA binder 0, TCR CD3 inh 0, mABHD4 FP 3, PRMT1 FP inh 2, LEDGF integ inh 1, PG9 binder -0.1, MBD2 DNA inh -2, NR1D1 modulator 5, HTRA1 inh 0 and UHRF1 binding -12.
Cc1ccsc1C(=O)NNC(=O)C1CC=CCC1C(=O)O (stereo unspecified) was read as rCAG RNA binder 2, TCR CD3 inh -1, mABHD4 FP 3, PRMT1 FP inh -2, LEDGF integ inh 9, PG9 binder 0.4, MBD2 DNA inh -4, NR1D1 modulator -4, HTRA1 inh 2 and UHRF1 binding 12.
Cc1ccc2cc(/C=N/NC(=O)c3ccccc3[N+](=O)[O-])c(Cl)nc2c1 was read as rCAG RNA binder 0, TCR CD3 inh 6, mABHD4 FP -4, PRMT1 FP inh -4, LEDGF integ inh 0, PG9 binder 0.4, MBD2 DNA inh -3, NR1D1 modulator 0, HTRA1 inh 1 and UHRF1 binding -2.
`C[C@H](CO)N1C[C@H](C)[C@H](CN(C)Cc2ccncc2)Oc2cc(-c3ccccc3F)ccc2S1(=O)=O` gave rCAG RNA binder 2, TCR CD3 inh -1, mABHD4 FP 0, PRMT1 FP inh 2, LEDGF integ inh 2, PG9 binder 0.2, MBD2 DNA inh 1, NR1D1 modulator 9, HTRA1 inh -11 and UHRF1 binding -3.
O=C(COC(=O)c1cccc(Cl)c1)Nc1ccc2[nH]c(=O)[nH]c2c1 was read as rCAG RNA binder 1, TCR CD3 inh -5, mABHD4 FP 1, PRMT1 FP inh -1, LEDGF integ inh -4, PG9 binder 0.8, MBD2 DNA inh -1, NR1D1 modulator -1, HTRA1 inh -1 and UHRF1 binding 0.

Entries above that have a nitro group on carbon (2):
`O=C(Nc1ccccc1C(=O)N1CCCCCC1)c1cccc([N+](=O)[O-])c1` gave rCAG RNA binder -5, TCR CD3 inh 13, mABHD4 FP -7, PRMT1 FP inh -4, LEDGF integ inh -1, PG9 binder -1.2, MBD2 DNA inh -3, NR1D1 modulator 0, HTRA1 inh -1 and UHRF1 binding 1.
Cc1ccc2cc(/C=N/NC(=O)c3ccccc3[N+](=O)[O-])c(Cl)nc2c1 was read as rCAG RNA binder 0, TCR CD3 inh 6, mABHD4 FP -4, PRMT1 FP inh -4, LEDGF integ inh 0, PG9 binder 0.4, MBD2 DNA inh -3, NR1D1 modulator 0, HTRA1 inh 1 and UHRF1 binding -2.

Following part:
`Cc1cc(NC(=O)NC(=O)c2ccccc2NC(=O)CN(C)C)ccc1Oc1ncc(Br)cn1` gave rCAG RNA binder -1, TCR CD3 inh -1, mABHD4 FP -5, PRMT1 FP inh -1, LEDGF integ inh 5, PG9 binder -0.4, MBD2 DNA inh 4, NR1D1 modulator 5, HTRA1 inh -10 and UHRF1 binding 4.
Screening CCOC(=O)N1CCN(c2c(N3CCN(c4ccccc4OC)CC3)c(=O)c2=O)CC1 returned rCAG RNA binder -2, TCR CD3 inh 6, mABHD4 FP 3, PRMT1 FP inh 0, LEDGF integ inh -6, PG9 binder -0.4, MBD2 DNA inh -2, NR1D1 modulator 1, HTRA1 inh 11 and UHRF1 binding 1.
COCc1ccc(CN2CCC(n3nccc3NC(=O)CCOc3ccccc3)CC2)o1 was read as rCAG RNA binder -5, TCR CD3 inh 5, mABHD4 FP 8, PRMT1 FP inh -4, LEDGF integ inh 3, PG9 binder -3.8, MBD2 DNA inh 0, NR1D1 modulator 5, HTRA1 inh 6 and UHRF1 binding 1.
CCOc1cccc(N2C(=O)CC(NNC(=O)c3ccc(Br)o3)C2=O)c1 (stereo unspecified) was read as rCAG RNA binder 8, TCR CD3 inh -2, mABHD4 FP -1, PRMT1 FP inh -2, LEDGF integ inh -3, PG9 binder -3.0, MBD2 DNA inh 6, NR1D1 modulator -1, HTRA1 inh 2 and UHRF1 binding -2.
COc1cc(/C=C/C=C2/CC/C(=C/C=C/c3ccc(O)c(OC)c3)C2=O)ccc1O was read as rCAG RNA binder 80*, TCR CD3 inh 4, mABHD4 FP 2, PRMT1 FP inh 54*, LEDGF integ inh 92*, PG9 binder -2.2, MBD2 DNA inh 31*, NR1D1 modulator -24, HTRA1 inh 5 and UHRF1 binding 58*.
Screening CCNC(=O)C1(C)CCN(Cc2ccc(C#N)cc2)C1 (stereo unspecified) returned rCAG RNA binder 3, TCR CD3 inh -10, mABHD4 FP -11, PRMT1 FP inh -4, LEDGF integ inh 7, PG9 binder 1.8, MBD2 DNA inh -5, NR1D1 modulator 4 and UHRF1 binding 0.
COc1ccccc1C(=O)NC(=O)CSc1cccc[n+]1[O-] was read as rCAG RNA binder 0, TCR CD3 inh 10, mABHD4 FP -1, PRMT1 FP inh -2, LEDGF integ inh 1, PG9 binder -0.6, MBD2 DNA inh 5, NR1D1 modulator -4, HTRA1 inh -2 and UHRF1 binding 1.
Screening CCOC(=O)C1CCN(C(=O)COC(=O)c2ccc3[nH]c4c(c3c2)CCCC4)CC1 returned rCAG RNA binder -3, TCR CD3 inh -1, mABHD4 FP 10, PRMT1 FP inh -5, LEDGF integ inh 1, PG9 binder -2.4, MBD2 DNA inh 0, NR1D1 modulator 4, HTRA1 inh -9 and UHRF1 binding -1.
For COC(=O)C1=C(C(=O)OC)[C@@H]2N(C)c3ccccc3[C@@]23C[C@@H](CO)N(C(=O)NCCBr)C3=N1 the results were rCAG RNA binder 3, TCR CD3 inh 2, mABHD4 FP -1, PRMT1 FP inh -1, LEDGF integ inh 0, PG9 binder -0.6, MBD2 DNA inh -6, NR1D1 modulator -2, HTRA1 inh -2 and UHRF1 binding -3.
COc1cc(C(=O)Nc2ccc(NC(=O)c3cccc(Cl)c3)nc2)cc(OC)c1OC was read as rCAG RNA binder 6, TCR CD3 inh 3, mABHD4 FP -10, PRMT1 FP inh -1, LEDGF integ inh 0, PG9 binder -0.7, MBD2 DNA inh 3, NR1D1 modulator -1, HTRA1 inh -33 and UHRF1 binding 0.
`CC(=O)c1c(CC(=O)O)[nH]n(-c2nc3ccccc3s2)c1=O` gave rCAG RNA binder 10, TCR CD3 inh -5, mABHD4 FP 7, PRMT1 FP inh -2, LEDGF integ inh 6, PG9 binder 2.3, MBD2 DNA inh -5, NR1D1 modulator -2, HTRA1 inh 5 and UHRF1 binding 0.
Screening CC(C)(C)C(=O)Nc1sc2c(c1-c1nc3ccccc3[nH]1)CCCC2 returned rCAG RNA binder 6, TCR CD3 inh -2, mABHD4 FP 8, PRMT1 FP inh -1, LEDGF integ inh 1, PG9 binder -1.0, MBD2 DNA inh 1, NR1D1 modulator 6, HTRA1 inh -6 and UHRF1 binding 2.
`CCC(OC(=O)C(NC(=O)c1ccccc1)c1ccccc1)C(=O)Nc1cc(C)on1` (stereo unspecified) gave rCAG RNA binder -6, TCR CD3 inh 4, mABHD4 FP 5, PRMT1 FP inh -1, LEDGF integ inh 5, PG9 binder 0.6, MBD2 DNA inh -1, NR1D1 modulator 1, HTRA1 inh -2 and UHRF1 binding 1.
`COCc1cc(C)nc(SCC(=O)Nc2cccc(C)c2)c1C#N` gave rCAG RNA binder -3, TCR CD3 inh 5, mABHD4 FP 2, PRMT1 FP inh -1, LEDGF integ inh 1, PG9 binder -0.3, MBD2 DNA inh 2, NR1D1 modulator 21*, HTRA1 inh 5 and UHRF1 binding -2.
For O=C(CSc1nc(-c2ccccc2)cc(=O)[nH]1)Nc1ccccc1F the results were rCAG RNA binder 2, TCR CD3 inh -5, mABHD4 FP -4, PRMT1 FP inh 1, LEDGF integ inh -10, PG9 binder -0.1, MBD2 DNA inh 1, NR1D1 modulator -3, HTRA1 inh -5 and UHRF1 binding 1.
For Cc1ccc(NC(=O)CC2C(=O)OCC3CCCCN32)cc1Cl (stereo unspecified) the results were rCAG RNA binder 2, TCR CD3 inh 5, mABHD4 FP -6, PRMT1 FP inh 14, LEDGF integ inh 1, PG9 binder 1.8, MBD2 DNA inh 6, NR1D1 modulator 1, HTRA1 inh -2 and UHRF1 binding 3.
Screening Cc1cccc(NC(=O)N2CCCC2C(=O)NCc2ccccc2)c1 (stereo unspecified) returned rCAG RNA binder -6, TCR CD3 inh 5, mABHD4 FP 0, PRMT1 FP inh -5, LEDGF integ inh 3, PG9 binder 1.3, MBD2 DNA inh -2, NR1D1 modulator 4, HTRA1 inh 5 and UHRF1 binding 2.
`C/C(=N/Nc1ncc(Br)cn1)c1ccc(Br)cc1` gave rCAG RNA binder 22, TCR CD3 inh 11, mABHD4 FP -3, PRMT1 FP inh -2, LEDGF integ inh 2, PG9 binder -1.4, MBD2 DNA inh -1, NR1D1 modulator -6, HTRA1 inh -8 and UHRF1 binding -3.
Screening O=C(Nc1ccc(F)cc1)C(Sc1nc2ccccc2[nH]1)c1ccccc1 (stereo unspecified) returned rCAG RNA binder 6, TCR CD3 inh 1, mABHD4 FP -18, PRMT1 FP inh 3, LEDGF integ inh 4, PG9 binder 0.9, MBD2 DNA inh 2, NR1D1 modulator 0, HTRA1 inh -34 and UHRF1 binding 2.
`Nc1nnc(CC(=O)N/N=C\c2cc([N+](=O)[O-])ccc2O)s1` gave rCAG RNA binder 10, TCR CD3 inh 36*, mABHD4 FP 24, PRMT1 FP inh -2, LEDGF integ inh -3, PG9 binder -4.3, MBD2 DNA inh -5, NR1D1 modulator 5, HTRA1 inh 4 and UHRF1 binding -5.
`COc1ccc(C(C(=O)NC2CCCC2)N(C(=O)c2snc(-c3ccc(F)cc3)c2N)c2ccc(F)cc2)cc1` (stereo unspecified) gave rCAG RNA binder 5, TCR CD3 inh -8, mABHD4 FP 1, PRMT1 FP inh 1, LEDGF integ inh -2, PG9 binder 2.6, MBD2 DNA inh -1, NR1D1 modulator -8, HTRA1 inh 4 and UHRF1 binding 2.

The list is partial; count on the stated rates, not on these rows.
